Pf gametocyte – kills late stage P. falciparum gametocytes; actives 0.065% (n = 150,000); P. falciparum stage V gametocytes, ATP luminescence, 24 h; inhibition, % at 10.9 µM; AID 743093;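 active = inhibition above the mean plus 3 SD of compounds within the control limits, set per campaign, cut at about 38% in these data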;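 note: 0% = DMSO wells and 100% = medium only without gametocytes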
Rac1 wt GTP bind – alters GTP binding to wildtype human Rac1; actives 0.27% (n = 190,000); GST-Rac1 beads, fluorescent GTP binding, flow cytometry; actives lie on both sides; 0 = cold GTP competed, 100 = untreated; GTP binding activity (% of control), % at 10 µM; P63000; AID 757;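 active = GTP binding activity at least 20 points away from the 100% control level, either lower or higher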
Rab2A wt mod – changes GTP binding to wildtype dog Rab2A, up or down. P61105. GST-Rab2 wt beads, Bodipy-GTP binding, flow cytometry. GTP binding activity, % at 10 µM. actives 0.19% (n = 190,000). AID 760;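 active = GTP binding activity at least 20 points away from 100%, either lowered or raised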;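 note: 0% = beads with excess unlabeled GTP and 100% = no-compound control corrected for plate trend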
Avidin fluor – avidin bead compound fluorescence profile. Avidin beads, compound fluorescence 488/530 nm, flow cytometry; stronger effect = higher value. fluorescence (KMESF) at 10 µM. actives 0.38% (n = 220,000); in the data active = fluorescence above about 47; note: inactives centre near 10
ABCG2 block – blocks JC-1 efflux by human ABCG2 transporter. Q9UNQ0. IgMXP3 cells, flow cytometry. inhibition, % at 6.6 µM. actives 0.1% (n = 190,000). AID 1325;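 active = inhibition above 80%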;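 note: 0% = DMSO and 100% = nicardipine control wells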
Target sequence (Q9UNQ0 whole entry, looked up): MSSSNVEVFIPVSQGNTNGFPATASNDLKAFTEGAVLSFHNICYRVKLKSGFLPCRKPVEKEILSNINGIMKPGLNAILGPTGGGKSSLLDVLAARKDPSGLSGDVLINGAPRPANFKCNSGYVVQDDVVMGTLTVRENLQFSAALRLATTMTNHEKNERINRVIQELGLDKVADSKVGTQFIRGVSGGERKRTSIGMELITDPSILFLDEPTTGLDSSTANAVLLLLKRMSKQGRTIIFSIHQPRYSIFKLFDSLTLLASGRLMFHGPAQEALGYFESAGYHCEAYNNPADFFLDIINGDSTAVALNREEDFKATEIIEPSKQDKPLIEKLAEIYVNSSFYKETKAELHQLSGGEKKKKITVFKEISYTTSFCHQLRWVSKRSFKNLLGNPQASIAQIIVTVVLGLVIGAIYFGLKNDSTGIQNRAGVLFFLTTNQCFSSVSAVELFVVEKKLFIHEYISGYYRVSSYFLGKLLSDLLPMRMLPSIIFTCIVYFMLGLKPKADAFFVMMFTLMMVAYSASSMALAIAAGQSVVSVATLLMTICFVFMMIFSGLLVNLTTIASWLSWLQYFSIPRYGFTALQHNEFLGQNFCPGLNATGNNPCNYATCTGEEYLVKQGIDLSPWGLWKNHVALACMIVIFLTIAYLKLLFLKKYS
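Test system: ABCG2 IgMXP3 and barcoded ABCB1 CCRF-Adr cell mix; Schedule: cells with compound and JC-1, 10 min at 25 °C, rotating, no wash; Technique: flow cytometry of retained JC-1 fluorescence; Measure: % inhibition of efflux relative to nicardipine and DMSO; Controls: nicardipine high and DMSO low controls.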
HRas wt GTP bind – changes GTP binding to wildtype human HRas. P01112. AID 759. GTP binding activity, % at 10 µM. actives 0.14% (n = 190,000). GST-Ras wt beads, Bodipy-FL-GTP binding, flow cytometry; actives lie on both sides;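 active = GTP binding activity at least 20% away from the 100% baseline, either lowered as inhibitor or raised as activator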;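 note: 0% = unlabeled GTP competition control and 100% = no-compound control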
GSH fluor – GSH bead compound fluorescence profile. fluorescence (KMESF) at 10 µM. actives 0.25% (n = 190,000). GSH beads flow cytometry, compound fluorescence 488/530 nm; stronger effect = higher value; in the data active = fluorescence above about 89;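 note: glutathione beads carrying GST-tagged Bcl family fusion proteins plus one bare bead set; values are compound well signal with DMSO vehicle wells as background; inactives centre near 16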
ABCB1 inh – human ABCB1 inhibition, ABCG2 as counter-screen; P08183; CCRF-Adr cells, JC-1 efflux, flow cytometry; inhibition, % at 6.6 µM; actives 0.067% (n = 190,000); in the data active = inhibition above about 40%;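 note: 0% = vehicle and 100% = reference inhibitor; higher value means more JC-1 retained so stronger ABCB1 efflux block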
Rab7 wt GTP bind – modulators of GTP binding to dog Rab7 wildtype GTPase; GST-Rab7 beads, fluorescent GTP binding, flow cytometry; actives lie on both sides; untreated = 100%, excess cold GTP = 0%; GTP binding activity (percent of control), % at 10 µM; actives 0.055% (n = 190,000); AID 758;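 active = fluorescent GTP binding to Rab7 beads changed by at least 20 points from the 100% baseline, either direction, mostly lower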;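 note: median green fluorescence of bound Bodipy-FL-GTP per Rab7 bead population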
Cdc42 wt GTP – modulators (inhibitors or activators) of GTP binding to human Cdc42 wildtype. GST-Cdc42 beads, Bodipy-GTP binding, flow cytometry; actives lie on both sides. percent activity (GTP binding), % at 10 µM. actives 0.2% (n = 190,000). AID 761;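 active = percent activity GTP binding at least 20 points away from the 100% baseline, either down as inhibitor or up as activator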;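 note: median bead fluorescence of bound Bodipy-FL-GTP at 100 nM; 0% = excess unlabeled GTP control and 100% = no compound control; below 100% means less GTP binding so inhibitor and above means activator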
Target sequence (P60953 whole entry, looked up): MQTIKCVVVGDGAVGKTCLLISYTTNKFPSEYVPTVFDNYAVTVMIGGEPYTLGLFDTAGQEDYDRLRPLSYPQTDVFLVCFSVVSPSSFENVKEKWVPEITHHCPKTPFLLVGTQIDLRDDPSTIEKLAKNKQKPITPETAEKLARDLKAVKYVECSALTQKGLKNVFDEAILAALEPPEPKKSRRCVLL
Rac1 act GTP bind – human Rac1 activated mutant GTP binding change | P63000 | GST-Rac1 activated beads, fluorescent GTP binding, flow cytometry; actives lie on both sides; 100% means binding = to untreated wells | percent activity (GTP binding), % at 10 µM | actives 0.11% (n = 190,000);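 active = GTP binding at least 20 percentage points away from the 100% baseline, in either direction, so actives lie on both sides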
* hit, by the source's call; · = not tested or not shown.

Compound	Pf gametocyte	Rac1 wt GTP bind	Rab2A wt mod	Avidin fluor	ABCG2 block	HRas wt GTP bind	GSH fluor	ABCB1 inh	Rab7 wt GTP bind	Cdc42 wt GTP	Rac1 act GTP bind
COc1ccc(OCC(=O)N/N=C/c2ccsc2)cc1	-28	104	98	14	-10	102	16	-0.3	98	105	100
ClC(=C\c1ccccc1)/C=N/N1CCN(c2ccccn2)CC1	·	105	100	·	4	102	16	0.7	100	96	101
N#Cc1ccc(N2CCN(C(=O)c3cccc(F)c3)CC2)c(F)c1	·	105	99	6	-2	99	17	-3.0	97	103	101
Cc1ccnc(SCCn2c(N3CCN(c4ccccc4)CC3)nc3c2c(=O)[nH]c(=O)n3C)n1	·	105	99	7	1	100	23	0.3	98	102	102
COc1ccccc1CNC(=O)c1cccc(S(=O)(=O)N2CCN(C)CC2)c1	11	99	97	11	8	97	14	0.8	93	96	98
CCn1c(C(=O)NCCCN2CCc3ccccc3C2)cc2sccc21	·	100	98	34	2	100	13	1.2	99	103	98
CCc1nc2ccccc2n1CC(C)C(=O)O (stereo not given)	·	99	100	16	1	97	15	0.4	94	100	98
COc1ccc(N2CCC(CNC(=O)Nc3ccc(Cl)cc3)C2)cc1 (stereo not given)	-15	97	93	9	4	93	10	0.0	94	92	92
O=C(COC(=O)CNC(=O)c1ccccc1F)Nc1ccc2c(c1)OCCO2	15	107	97	14	2	98	11	0.1	97	102	103
COC(=O)c1cccc(-n2c(C)cc(C=O)c2C)c1	7	98	96	16	1	95	15	0.3	96	96	96
CCn1c(CSc2nc3ccccc3s2)nc2ccccc21	·	100	98	5	·	99	16	·	100	99	98
Oc1c(CN2CCc3ccccc3C2)cc(Cl)c2cccnc12	·	97	98	6	5	99	17	1.7	98	97	98
CN1CCN(C(=O)/C(=C\c2ccc3c(c2)OCO3)NC(=O)c2cccs2)CC1	6	100	95	11	1	97	16	0.4	99	97	98
O=C(NCCNC(=O)c1cc(OCC(F)(F)F)ccc1OCC(F)(F)F)Nc1ccc(OC(F)(F)F)cc1	11	101	94	·	6	99	8	1.1	93	97	95
CCCNC(=O)c1ccc(CN2CCc3ccccc3C2)cc1	12	100	99	1	1	99	15	0.1	91	102	101
CC1(c2ccc(Cl)cc2Cl)OCC(Cn2ccnc2)O1 (stereo not given)	6	98	96	6	0	97	24	0.0	95	98	96
COc1ccc(N2CC(C(=O)OC(C)C(=O)c3ccccc3)CC2=O)cc1 (stereo not given)	·	93	96	10	0	96	11	0.1	96	96	95
Cc1cc(CNC(=O)COc2ccc(C#N)cc2)c2ccccc2n1	16	100	96	9	20	100	16	1.0	107	95	96
CCOC(=O)C(=CNCC(=O)OC)C(=O)OCC	-5	102	102	8	1	100	32	-2.1	100	102	100
CCOc1ccc(-n2c(Cc3cc(=O)[nH]c(=O)[nH]3)nnc2SCC(=O)NC2CCCC2)cc1	·	103	101	7	0	98	14	0.1	97	102	102

(cont.)
Compound	Pf gametocyte	Rac1 wt GTP bind	Rab2A wt mod	Avidin fluor	ABCG2 block	HRas wt GTP bind	GSH fluor	ABCB1 inh	Rab7 wt GTP bind	Cdc42 wt GTP	Rac1 act GTP bind
COC(=O)c1oc2ccccc2c1-n1cccc1	·	89	92	8	9	94	30	1.3	93	95	91
O=C(NCc1ccccc1)C(=O)NCC1OCCN1S(=O)(=O)c1ccc([N+](=O)[O-])cc1 (stereo not given)	·	101	100	8	7	98	19	1.8	103	96	99
Cc1ccc(NC(=S)N(Cc2cccs2)Cc2cc3cc(C)ccc3[nH]c2=O)cc1	4	103	101	6	0	103	13	0.0	103	102	104
CN(C)c1nc(N)nc(Cn2nnc(-c3ccc(C(F)(F)F)cc3)n2)n1	5	99	102	9	-4	97	17	-0.4	104	101	95
Oc1ccccc1C=NC(c1ccccc1)C(O)c1ccccc1 (stereo not given)	·	105	102	4	1	103	12	0.0	100	101	99
O=C(CSc1ncccn1)N1CCN(C(c2ccccc2)c2ccccc2)CC1	10	109	98	17	2	103	42	0.0	102	105	99
CCS(=O)(=O)NCC(c1ccco1)N1CCN(c2ccc(F)cc2)CC1 (stereo not given)	-20	106	99	5	15	101	12	3.6	100	103	98
O=C(Cc1ccccc1)n1nc(-c2ccccc2)nc1NCc1ccco1	·	102	97	6	0	99	24	-0.2	100	99	97
O=C(c1cccc(F)c1)N1CCN(C(=O)c2nn3cccnc3c2Cl)CC1	·	104	100	8	1	100	16	0.1	100	98	102
Cc1ccc(C(C[N+](=O)[O-])n2nc(C)cc2C)cc1 (stereo not given)	·	101	104	12	2	104	25	0.7	99	104	99
CCn1c(-c2cccnc2Cl)nc2cc(C)c(C)cc21	5	98	101	9	0	100	9	0.3	104	99	95
Cc1nnc(Cl)c2nn(-c3ccccc3F)c(C)c12	0	105	98	4	3	102	8	0.3	98	102	104
Cc1c(C(=O)Nc2ccc(-c3nnc4n3CCCCC4)cc2)oc2c1ccc1ccccc12	·	101	97	6	8	97	9	5.4	98	102	100
CCC(C)c1ccc(S(=O)(=O)N2CCN(C(C)CC(=O)O)CC2)cc1 (stereo not given)	15	97	96	12	9	98	14	4.0	102	95	94
CC1CN(C(=O)COC(=O)c2ccc(N(C)C)cc2)CC(C)O1 (stereo not given)	-11	99	96	9	16	95	16	1.7	97	99	98
Cc1nc2nc[nH]n2c(=O)c1NS(=O)(=O)c1ccc([N+](=O)[O-])cc1	·	100	101	6	0	99	13	-0.5	109	98	95
O=C(Nc1ccccc1N1CCOCC1)c1ccc(S(=O)(=O)NCc2ccco2)cc1	24	98	99	35	1	99	17	0.4	106	96	95
C/C(CC(=O)Nc1cc(C)ccn1)=N\NC(=O)c1ccccc1C	·	103	103	9	0	102	24	0.1	103	102	98
Cc1ccc(CC(=O)Nc2ncc([N+](=O)[O-])s2)cc1	-20	88	95	10	38	91	11	-0.2	97	91	91
O=S(=O)(NC1CCCCC1)c1ccc(Br)cc1	·	104	97	11	4	103	7	1.1	97	103	100

Gathered by group: those above with a cyano group (2)
Compound	Pf gametocyte	Rac1 wt GTP bind	Rab2A wt mod	Avidin fluor	ABCG2 block	HRas wt GTP bind	GSH fluor	ABCB1 inh	Rab7 wt GTP bind	Cdc42 wt GTP	Rac1 act GTP bind
N#Cc1ccc(N2CCN(C(=O)c3cccc(F)c3)CC2)c(F)c1	·	105	99	6	-2	99	17	-3.0	97	103	101
Cc1cc(CNC(=O)COc2ccc(C#N)cc2)c2ccccc2n1	16	100	96	9	20	100	16	1.0	107	95	96

Remaining list, next part:
Compound	Pf gametocyte	Rac1 wt GTP bind	Rab2A wt mod	Avidin fluor	ABCG2 block	HRas wt GTP bind	GSH fluor	ABCB1 inh	Rab7 wt GTP bind	Cdc42 wt GTP	Rac1 act GTP bind
C=CCN(CC=C)C(=S)NC(=O)c1ccc(-c2ccccc2)cc1	·	103	99	4	2	99	30	0.1	100	102	98
CCOC(=O)c1c(CN(C)C)n(-c2ccc(C)cc2)c2cc(Br)c(O)cc12	-28	104	101	3	4	99	11	1.2	99	100	99
Fc1ccc(NC(=S)Nc2cccc(Cl)c2)cc1	-12	104	98	15	-1	100	21	-0.6	98	102	98
COCc1[nH]nc2c1C(c1ccccc1OC)C(C#N)=C(N)O2 (stereo not given)	-14	102	97	27	0	100	11	0.6	99	97	99
CC(=O)Nc1ccc(S(=O)(=O)Nc2nc3ccc(C)cc3s2)cc1	19	97	100	14	2	98	35	0.0	103	96	98
N#CC(C#N)=NNc1ccc(S(=O)(=O)N2CCCCC2)cc1	·	95	94	17	24	94	15	0.3	95	93	93
Brc1ccc2nc(-c3ccncc3)c(NC3CCCC3)n2c1	15	100	97	8	3	97	24	1.1	98	99	95
Cc1[nH]c2ccccc2c1-c1nc(-c2ccc(Cl)cc2)nnc1-c1ccccc1	·	97	93	16	2	92	9	-0.1	95	93	94
O=C(c1cccc2c1-c1ccccc1/C2=N/O)N1CCCCC1	-19	97	96	26	1	96	13	0.7	98	95	94
COC(=O)c1sc2nc(SCc3cccc(F)c3)n(N)c(=O)c2c1C	-10	101	96	4	2	98	11	0.2	98	101	96
Cc1cc(C)nc(N2CCCC(C(=O)Nc3nc4ccc(S(C)(=O)=O)cc4s3)C2)n1 (stereo not given)	·	100	99	6	2	99	35	0.6	101	98	100
Cc1ccc(S(=O)(=O)N2CCC(C(=O)NCCc3ccccn3)CC2)cc1	-23	99	97	11	-1	94	14	0.4	99	93	92
COc1ccc(C2=NNC(c3cccs3)=Nc3ccc(OC)cc32)cc1	·	104	102	22	2	100	22	0.3	98	100	101
COC(=O)C1=C(N)Oc2cc(C)n(CC3CCCO3)c(=O)c2C1c1ccccc1OC (stereo not given)	·	93	92	15	4	96	15	0.6	99	95	93
c1ccc(Cn2ccnc2-c2ccco2)cc1	·	98	97	13	2	97	45	0.7	100	97	97

Screening results: PubChem BioAssay, several laboratories
